Screens deposited in PubChem BioAssay by several laboratories.
FadD28 FP inh – inhibitors of Mycobacterium tuberculosis FadD28 bisubstrate binding | FadD28 bisubstrate probe binding, fluorescence polarization | inhibition, % at 12.5 µM | 360,000 compounds, 0.22% hits | AID 588549; in the data active = inhibition above about 8.5%, passing the limit was not always enough; inconclusive = no clear call, values can overlap the other calls
GDH-TPI inh – counter-screen for M. tuberculosis FBA inhibitors: GDH-TPI coupled enzymes; GDH-TPI coupled enzyme counterscreen, NADH absorbance; inhibition, % at 4.8 µM; 360,000 compounds, 1.2% hits;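 also: 0% = DMSO wells and 100% = wells lacking the enzyme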
Mtb FBA inh – Mtb fructose-bisphosphate aldolase inhibition. P9WQA3. purified M. tuberculosis FBA, fluorescence read-out. inhibition, % at 1 µM. 360,000 compounds, 2.3% hits. AID 588726; in the data active = inhibition above about 27%;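 also: 0% = vehicle and 100% = reference inhibitor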
Target sequence (P9WQA3 whole entry, looked up): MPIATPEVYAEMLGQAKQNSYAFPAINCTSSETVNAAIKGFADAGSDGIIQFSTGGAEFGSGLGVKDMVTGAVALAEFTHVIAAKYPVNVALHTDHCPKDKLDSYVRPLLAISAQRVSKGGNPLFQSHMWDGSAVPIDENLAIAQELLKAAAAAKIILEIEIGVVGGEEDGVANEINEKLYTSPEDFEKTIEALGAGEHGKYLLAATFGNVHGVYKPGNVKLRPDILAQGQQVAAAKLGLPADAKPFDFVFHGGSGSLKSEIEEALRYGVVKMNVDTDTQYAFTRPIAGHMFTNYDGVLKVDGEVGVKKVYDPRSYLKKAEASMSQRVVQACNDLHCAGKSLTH
BoNT F protease – blocks Botulinum neurotoxin F light chain protease; Multiplex microsphere protease cleavage assay, flow cytometry; inhibition, % at 10 µM; 360,000 compounds, 0.22% hits; in the data active = inhibition above about 35%, passing the limit was not always enough; inconclusive = no clear call, values can overlap the other calls; also: plate controls were buffer without enzyme for full effect and enzyme alone for no effect
PrPC surface inh – reduces human prion protein on the cell surface; P04156; cell surface PrPC, TR-FRET read-out; inhibition, % at 13.8 µM; 370,000 compounds, 0.43% hits; AID 720596; in the data active = inhibition above about 24%; also: 0% = median of the test wells and 100% = reference compound wells
Mtb UGM inh – blocks M. tuberculosis UGM enzyme | 320,000 compounds, 0.06% hits | inhibition, % at 10 µM | purified UGM, fluorescence polarization probe displacement; in the data active = inhibition above about 10%, passing the limit was not always enough; inconclusive = no clear call, values can overlap the other calls
Target sequence (P9WIQ1 whole entry, looked up): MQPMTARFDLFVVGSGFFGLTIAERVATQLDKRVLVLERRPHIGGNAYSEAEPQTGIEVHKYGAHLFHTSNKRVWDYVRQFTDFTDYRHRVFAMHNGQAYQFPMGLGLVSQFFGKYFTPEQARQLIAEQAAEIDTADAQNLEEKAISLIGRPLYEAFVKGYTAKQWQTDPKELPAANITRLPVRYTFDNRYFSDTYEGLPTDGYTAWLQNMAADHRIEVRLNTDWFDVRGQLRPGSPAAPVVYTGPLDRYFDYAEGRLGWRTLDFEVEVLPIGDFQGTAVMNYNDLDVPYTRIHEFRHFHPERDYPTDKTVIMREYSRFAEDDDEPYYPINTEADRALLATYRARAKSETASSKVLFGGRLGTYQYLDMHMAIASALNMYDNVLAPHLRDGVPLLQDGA
Mtb BioA inh – BioA (M. tuberculosis) enzyme inhibition; purified M. tuberculosis BioA enzyme, plate reader; inhibition, % at 9.99 µM; 360,000 compounds, 0.096% hits; in the data active = inhibition above about 40%; inconclusive = no clear call, values can overlap the other calls
CCHFV vOTU inh – CCHFV vOTU protease inhibition; Pep-AMC fluorescence; inhibition, % at 11.5 µM; 370,000 compounds, 0.55% hits; AID 651958; also: 0% = vehicle wells with enzyme and 100% = no enzyme wells
BoNT-A LC inh2 – blocks Botulinum neurotoxin A light chain protease; multiplex microsphere protease substrate cleavage, flow cytometry; inhibition, % at 10 µM; 360,000 compounds, 0.17% hits; AID 588499; in the data active = inhibition above about 30%; inconclusive = no clear call, values can overlap the other calls; also: plate controls were buffer without enzyme for full effect and enzyme alone for no effect
Starred values were filed as active, the others as inactive; u = inconclusive; x = no result given; + = active, no number. Rule as the data show it, unless noted: active = inhibition above about 30%; inactive = the rest. Random draw from the library (roughly 4.8% active in at least one column).

no.	compound	FadD28 FP inh	GDH-TPI inh	Mtb FBA inh	BoNT F protease	PrPC surface inh
1	CNc1ccc(-c2cccc(C(C)=O)c2)cn1	-0.9	15	1	-8	-2
2	O=C(CSc1nc2ncccc2[nH]1)NCc1ccco1	-3.0	9	0	4	2
3	Cc1ccc(S(=O)(=O)N2CCCCC2)cc1NC(=O)CSc1nnc(C2CC2)n1C	-4.9	0	-1	0	10
4	COCCNC(=O)c1ccccc1-c1nc(-c2ccccc2OC)no1	-1.5	18	7	2	-8
5	CCc1ccccc1N1CN(Cc2ccco2)CNC1=S	-0.1	-8	2	-12	5
6	O=C(C[n+]1ccc(C(=O)c2ccccc2)cc1)Nc1cccc([N+](=O)[O-])c1	x	x	x	-10	-53
7	CCC(CO)NCc1ccc2c(c1)n(C)c(=O)n2C (stereo not drawn)	-1.0	0	4	0	-4
8	CCN(CC(=O)Nc1c(F)cccc1F)C(=O)/C=C/c1ccc2ccccc2n1	-0.7	-10	-1	u	-7
9	O=C(NNC(=O)C1CC2CCC1C2)c1sc2ccccc2c1Cl (stereo not drawn)	-0.7	2	1	-3	4
10	COc1cccc(CN(C)C(=O)c2cccc(S(=O)(=O)N3CCN(c4ccccc4)CC3)c2)c1	-0.6	10	1	-3	8
11	COc1ccc(NC(=O)c2sccc2-n2cccc2)cc1	-0.1	0	0	-4	-7
12	O=c1c2ccccc2c(C=Nc2cccc(S(=O)(=O)NC3=NCCCCC3)c2)c(O)n1Cc1ccccc1	-2.1	10	5	2	-2

no.	Mtb UGM inh	Mtb BioA inh	CCHFV vOTU inh	BoNT-A LC inh2
1	x	0.9	-10	-0.6
2	-0.3	0.3	-17	-0.1
3	4.0	2.1	-3	-0.3
4	-1.0	x	-10	0.6
5	-1.3	0.5	6	-1.2
6	x	x	2	-0.8
7	-1.6	-1.8	-5	0.2
8	0.2	-0.5	9	0.2
9	2.9	x	14	0.4
10	x	-3.7	15	-0.3
11	-0.7	0.6	-3	-1.4
12	3.0	x	-4	-0.2

Quoted at random: 2 records from the list, in no set order.
no.	compound	FadD28 FP inh	GDH-TPI inh	Mtb FBA inh	BoNT F protease	PrPC surface inh
11	COc1ccc(NC(=O)c2sccc2-n2cccc2)cc1	-0.1	0	0	-4	-7
9	O=C(NNC(=O)C1CC2CCC1C2)c1sc2ccccc2c1Cl (stereo not drawn)	-0.7	2	1	-3	4

no.	Mtb UGM inh	Mtb BioA inh	CCHFV vOTU inh	BoNT-A LC inh2
11	-0.7	0.6	-3	-1.4
9	2.9	x	14	0.4

Additional structures
no.	compound	FadD28 FP inh	GDH-TPI inh	Mtb FBA inh	BoNT F protease	PrPC surface inh
13	Cc1oc(-c2ccccc2)cc1C(=O)Nc1ccccc1	-0.6	1	1	-4	2
14	Cc1oc(-c2cccs2)nc1CS(=O)CC(=O)NCCCOC(C)C (stereo not drawn)	0.4	-6	3	1	6
15	COc1ccc(CCNC(=O)CSc2nc(-c3ccc(OC)c(OC)c3)ccc2C#N)cc1	-0.1	20	24	0	-7
16	CC(=O)Nc1ccc(S(=O)(=O)N[C@@H](C)C(=O)N(C)Cc2cccs2)cc1	-0.5	5	-1	-3	4
17	O=C(Nc1ccc(F)cc1)c1ccccc1	0.4	9	3	5	-3
18	Cc1ccc(-c2ccc(CO)o2)cc1N	-0.6	6	30*	8	2
19	CCc1cccc(NC(=O)Cn2c3[n+](c4ccc(C(F)(F)F)cc42)CCCCC3)c1	-2.2	4	1	-9	-3
20	COC(=O)C(C(=O)OC)C(C(=O)OC)C(C(=O)OC)C(=O)OC	-2.8	1	1	22	0
21	CCc1nc2c(OCc3ccc(Cl)cc3Cl)cccn2c1N(C)C(=O)C(C)C	-0.7	12	2	-7	11
22	Clc1ccc(-c2nc3n(n2)Cc2ccccc2-3)cc1	0.2	-7	-3	0	-5
23	COC(=O)CN1C(=O)C(O)(CC(=O)c2cccc(Br)c2)c2ccccc21 (stereo not drawn)	0.2	2	0	-10	-14
24	Cc1ccc(SCC(=O)N(C)CC(=O)Nc2cccc(F)c2)cc1	-0.1	5	3	6	-2

no.	Mtb UGM inh	Mtb BioA inh	CCHFV vOTU inh	BoNT-A LC inh2
13	2.6	-2.2	-3	-0.4
14	-0.1	x	0	0.8
15	2.6	x	-15	-0.4
16	-0.8	-0.2	9	0.7
17	1.0	-1.5	-1	0.7
18	0.7	x	-9	-0.4
19	-2.4	x	-3	1.0
20	-1.7	-2.1	5	1.6
21	x	0.0	14	-0.7
22	-1.2	x	-10	0.3
23	1.1	0.3	-2	-0.3
24	1.8	x	0	3.4

(further entries)
no.	compound	FadD28 FP inh	GDH-TPI inh	Mtb FBA inh	BoNT F protease	PrPC surface inh
25	CCCCc1cc(=O)oc2cc(C)cc(OC(C)C(=O)NC(Cc3c[nH]c4ccc(O)cc34)C(=O)O)c12 (stereo not drawn)	0.8	16	37*	-20	3
26	Clc1ccc(-c2nc3ccc(Br)cn3c2Cc2ccsc2)cc1	-10	x	1	-12	18
27	O=C(NNC(=O)c1nn(-c2ccc(F)cc2)ccc1=O)Nc1cccc(Cl)c1	-0.3	5	0	u	5
28	Cc1sc2nc(CSCC(=O)Nc3ccccc3C#N)[nH]c(=O)c2c1C	-0.4	10	6	25	2
29	CCCCN(C(=O)CCOc1ccc(OCC)cc1)c1c(N)n(Cc2ccccc2)c(=O)[nH]c1=O	-0.1	7	3	-6	2
30	Cc1cc(C)cc(NC(=O)NC2CCCCCCC2)c1	-1.4	-6	3	2	7
31	CC(C)CCNC(=O)NC(=O)COC(=O)C1=COCCO1	-1.0	7	-3	-17	-3
32	O=C(C1=C[C@@H](c2ccc3c(c2)OCO3)C[C@@H](OCc2ccc(CO)cc2)O1)N1CCOCC1	-0.9	11	3	-4	3
33	C=CCn1c(=O)c(C(=O)Nc2ccc(C)cc2)c(O)c2ccccc21	-1.0	4	0	-6	-3
34	COc1ccc2cc(CN(CC3COCCO3)S(=O)(=O)c3ccccc3)c(=O)[nH]c2c1 (stereo not drawn)	-2.2	30	6	-10	6
35	CCc1nc2c(OCc3ccc(Cl)cc3)cccn2c1N(C)C(=O)c1ccccc1F	-1.1	2	-1	-12	15
36	CC1(C(=O)Nc2ccc(F)cc2F)CCN1C(=O)Cc1ccccc1 (stereo not drawn)	0.3	12	3	-6	9

no.	Mtb UGM inh	Mtb BioA inh	CCHFV vOTU inh	BoNT-A LC inh2
25	1.3	0.5	-18	-1.2
26	x	-0.1	13	20
27	-2.5	-1.3	-7	-0.2
28	1.7	1.7	-1	6.5
29	x	0.6	-4	-0.2
30	-0.3	-0.3	-6	2.1
31	-1.6	-1.3	-3	-1.0
32	0.1	-0.9	-8	-0.2
33	0.4	-1.8	8	0.1
34	x	x	1	0.7
35	x	-2.1	17	-0.1
36	x	1.9	3	0.3

(cont.)
no.	compound	FadD28 FP inh	GDH-TPI inh	Mtb FBA inh	BoNT F protease	PrPC surface inh
37	Cc1csc(NC(=O)Nc2ccccc2[N+](=O)[O-])n1	-5.1	1	5	0	-11
38	Cc1ccc(-c2nnc(N3CCCCCC3)c3ccccc23)cc1	-2.8	10	1	-8	7
39	c1ccc(Oc2nc(NCc3ccco3)nc(NCc3ccco3)n2)cc1	-3.0	2	5	x	16
40	CC(C)OC(=O)c1c(NC(=O)CCC(=O)O)sc2c1CCCCC2	2.6	3	-1	-1	7
41	N#C/C(=C\c1ccc(/C=C(/C#N)c2nn(CCO)c(N)c2C#N)cc1)c1nn(CCO)c(N)c1C#N	-2.6	19	3	12	-1
42	CCOC(=O)CCc1c(C)c2ccc(O)cc2oc1=O	-3.0	1	+	4	5
43	CC(C)CC(=O)Nc1nnc(SCC(=O)NCC2CCCO2)s1 (stereo not drawn)	0.1	5	1	-2	5
44	COC(=O)CCCC1=CC2=C(c3ccccc3)C(=O)C(C)(OC(=O)C3CCCC3)C(=O)C2=CN1c1ccc(OC)cc1 (stereo not drawn)	-3.6	17	-3	-7	0
45	COc1ccc(NC(=S)N2CCCC2c2ccc(OC)c(OC)c2)cc1 (stereo not drawn)	-0.2	6	-3	-6	7
46	CCn1cc(CN2CCc3c([nH]c4ccccc34)C2c2ccc(F)c(OC)c2)c(C)n1 (stereo not drawn)	-0.9	4	5	-3	0
47	Cc1noc(C)c1Cn1c(C)c(C(=O)NCc2ccc3c(c2)OCCO3)sc1=O	-0.8	1	3	4	-4
48	Cc1ccccc1CS(=O)(=O)c1cn(CC(=O)N2CCOCC2)c2ccccc12	-4.0	6	-1	10	0

no.	Mtb UGM inh	Mtb BioA inh	CCHFV vOTU inh	BoNT-A LC inh2
37	-0.7	-0.4	8	-0.4
38	-0.5	x	2	-0.5
39	-0.7	0.7	14	x
40	2.0	x	10	-0.3
41	0.4	-0.1	-1	1.4
42	-1.6	-0.4	-267	-0.3
43	4.6	-2.1	-2	-3.0
44	1.4	7.3	15	0.4
45	-0.8	2.7	1	-1.6
46	2.9	x	-6	0.2
47	x	2.8	5	0.0
48	-0.7	-1.8	2	1.8

Among those listed so far, 2 have a nitro group on carbon:
no.	compound	FadD28 FP inh	GDH-TPI inh	Mtb FBA inh	BoNT F protease	PrPC surface inh
6	O=C(C[n+]1ccc(C(=O)c2ccccc2)cc1)Nc1cccc([N+](=O)[O-])c1	x	x	x	-10	-53
37	Cc1csc(NC(=O)Nc2ccccc2[N+](=O)[O-])n1	-5.1	1	5	0	-11

no.	Mtb UGM inh	Mtb BioA inh	CCHFV vOTU inh	BoNT-A LC inh2
6	x	x	2	-0.8
37	-0.7	-0.4	8	-0.4

An excerpt of these results, tab-delimited:
nr	SMILES	FadD28 FP inh	GDH-TPI inh	Mtb FBA inh	BoNT F protease	PrPC surface inh	Mtb UGM inh	Mtb BioA inh	CCHFV vOTU inh	BoNT-A LC inh2
37	Cc1csc(NC(=O)Nc2ccccc2[N+](=O)[O-])n1	-5.1	1	5	0	-11	-0.7	-0.4	8	-0.4
40	CC(C)OC(=O)c1c(NC(=O)CCC(=O)O)sc2c1CCCCC2	2.6	3	-1	-1	7	2.0	x	10	-0.3

(further entries)
no.	compound	FadD28 FP inh	GDH-TPI inh	Mtb FBA inh	BoNT F protease	PrPC surface inh
49	CN(C)c1nc2n(c(=O)n1)CCO2	-2.6	-8	-2	-9	-7
50	O=C(Cn1nc(-c2ccccc2)ccc1=O)NCCN1CCN(c2cccc(Cl)c2)CC1	-7.4	-6	1	-6	-5
51	COc1ccc(-c2cc(C(F)(F)F)nc(SCC(=O)Nc3cc(C)on3)n2)cc1	-0.1	10	8	-3	-3
52	CC(NC(=O)Cc1cccs1)C(c1cccs1)N1CCN(c2ccccc2F)CC1 (stereo not drawn)	0.6	-6	5	-17	-3
53	COc1ccc2c(ccc[n+]2CC(=O)c2ccc(C)cc2)c1	-0.2	3	31*	2	-32
54	O=c1[nH]nc(Br)c(=O)n1C(c1ccccc1)c1ccccc1	-3.0	18	-2	-3	-6
55	COC(=O)c1ccc(Nc2cc(C)nc3ccccc23)cc1	-1.3	42*	6	u	-7

no.	Mtb UGM inh	Mtb BioA inh	CCHFV vOTU inh	BoNT-A LC inh2
49	-0.4	x	-13	0.0
50	-5.9	-0.4	-3	-2.0
51	3.8	-1.1	4	0.2
52	-0.8	-1.5	11	-1.7
53	2.0	0.6	-3	3.4
54	x	1.3	19	-0.1
55	-3.5	0.3	-2	1.7
